From PubChem
T cell modulator = T cell immune modulation candidate; calls only at 7 µM; AID 2052; 2C CD8+ T cell-vesicle binding, flow cytometry; active compounds read low; hit rate 0.068% among 330,000;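 active means response, share of CD8 T cells binding vesicles, and their 90th percentile fluorescence all below set limits, cut at about 80% in these data, passing the limit was not always enough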
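Material: 2C TCR transgenic mouse naive CD8+ T cells, MACS-purified. Also added: QL9-charged Drosophila Ld/ICAM-1/B7-1 vesicles. Timing: binding 1.5 h at 37 °C. Measured by: high-throughput flow cytometry with anti-B7-1 and anti-CD8 staining. Read-out: percent CD8+ FL2 mean versus row control. Controls: Unloaded micro-vesicles (low), QL9 vesicles with 0.7% DMSO (high).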
Dynein cargo inh = blocks dynein driven cargo transport along microtubules; hit rate 0.47% among 220,000; AID 1381; 3617.4 mouse cells, GR-EGFP nuclear translocation imaging; test concentration mostly 20 µM; stimulated with dexamethasone, 1 µM; active compounds read low; z-score, hits read low;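 active means plate z-score of nuclear minus cytoplasmic receptor signal below a set negative limit, without overly bright fluorescence or cell loss, cut at about -3.5 in these data, passing the limit was not always enough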;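 further: z-score of nuclear minus cytoplasmic ring GR-EGFP intensity difference per well; some compounds called inactive have numbers as strong as hits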
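Buffer or medium: tet-free, stripped-serum medium; Also added: dexamethasone, 1.0 µM final; Technique: high-content fluorescence imaging after fixation; Times: 48 h induction, 1 h compound, 30 min dex at 37 °C; Read-out: per-cell GR-EGFP intensity, nucleus versus surrounding cytoplasmic ring, well-averaged.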
Myeloid diff MLP = promotes myeloid progenitor differentiation | ER-HoxA9 myeloid progenitors, lysozyme-GFP differentiation, flow cytometry | calls only at 10 µM | hit rate 1% among 360,000;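 active means normalized GFP-positive differentiation at or above the plate's own cutoff, the solvent-only control mean plus 3 SD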;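 further: cells exposed to compound for four days before flow analysis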
PMI inhibitors = MPI enzyme activity inhibition – biochemical, fluorescence intensity, coupled assay, primary screen (AID 1209). purified PMI enzyme, coupled fluorescence intensity; higher % means a stronger effect. one-dose inhibition, % at 20 µM; IC50 in µM for titrated hits. hit rate 0.42% among 190,000; in the data active means inhibition above about 50%;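 further: plate controls were DMSO vehicle for no effect and wells lacking substrate for full effect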
MT stabilizer = stabilizes microtubules in HeLa cells | HeLa tubulin immunostaining HCS, 24 h; share of cells brighter than vehicle mean+2SD | % tubulin-high responders, % at 10 µM | hit rate 0.83% among 200,000 | AID 2205;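 active means plate Z-score above 3 for both tubulin-high and condensed-nucleus cell shares, with cell loss under 80%, at 10 µM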;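 further: anti alpha tubulin signal scored within the nucleus-defined area of each cell; some results filed as inactive read as strong as hits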
Insulin prom up = MIN6 insulin promoter up-regulation. MIN6 insulin promoter-GFP reporter, high-content imaging; active compounds read high. z-score at 5 µM. hit rate 0.3% among 190,000;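 active means z-score above 3 at 5 µM with at least 500 cells counted in the well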
bCat nuc transl = beta-catenin nuclear translocation modulation; HeLa beta-catenin nuclear translocation, immunofluorescence imaging; nuclear translocation activity, % at 5 µM; hit rate 0.3% among 190,000; AID 1665;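 active means nuclear translocation activity above 50% at 5 µM, with a well cell count of 50 or more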;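 further: per-cell ratio of nuclear to cytoplasmic median beta-catenin stain intensity; plate controls were DMSO negative control for no effect and GSK-3 inhibitor IX positive control for full effect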
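assay system = human HeLa cells, endogenous beta-catenin | times = compound treatment 24 h, 37°C, 5% CO2 | detection = Anti-beta-catenin immunofluorescence on PFA-fixed, Triton-permeabilized cells, DAPI nuclei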
Lipid droplet = modulators of hepatic lipid droplet formation; AML12 mouse hepatocytes, oleate lipid droplets, BODIPY imaging; inhibition, % at 6.5 µM; hit rate 0.4% among 240,000; AID 1656;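 active means lipid droplet intensity inhibited by at least 50%, with more than 500 cells counted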
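Test system: AML12 hepatocytes (mouse); reagent: oleate loading, 100 µM; dosing: one dose, 6.5 µM compound; incubation: overnight exposure; signal: fluorescence imaging, 20x objective, two fields per well; read-out basis: % inhibition of corrected integrated BODIPY droplet signal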
TNAP activators = human TNAP enzyme activators, primary screen, biochemical, luminescent, no phosphate acceptor, uHTS (AID 1001); purified TNAP, luminescent activation assay, no phosphate acceptor; higher activation fold means a stronger effect; activation fold at 20 µM; hits with a dose series show EC50 in µM; hit rate 0.03% among 200,000; in the data active means activation fold from about 3, or a potency from the dose series; inactive means the rest, 99 in 100 with activation fold below about 1.6; further: many of its hits are not listed in these tables
Dynein cargo inh cytoplasmic EGFP = second read-out of Dynein cargo inh, no call of its own (marks repeat the call); z-score; measured here: cytoplasmic GR-EGFP intensity; active compounds read high
Dynein cargo inh nuclear GR-EGFP = also measured in Dynein cargo inh; calls as there; z-score; measured here: nuclear GR-EGFP intensity;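 lower value marks the stronger effect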
Dynein cargo inh cell count = recorded beside Dynein cargo inh, whose call it bears; z-score; measured here: cell count per field
Insulin prom up cell count = also measured in Insulin prom up; calls as there; cell count; measured here: cytotoxicity, nuclei count;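 total cells summed across four imaged fields per well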
Lipid droplet cells 6.5 µM = further read-out of Lipid droplet, marked with its call; cell count; measured here: cell count, cytotoxicity flag;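 cells counted across two imaged fields per well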
bCat nuc transl cell count 5 µM = recorded beside bCat nuc transl, whose call it bears; cell count; measured here: cell count, cytotoxicity flag
T cell modulator vesicle-bound % = further read-out of T cell modulator, marked with its call; double positive events, %; measured here: CD8+ vesicle-bound cell fraction;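 binding gate set so that unloaded-vesicle control wells show 10% double positive cells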
MT stabilizer Hoechst-high % = recorded beside MT stabilizer, whose call it bears; % Hoechst-high responders; measured here: nuclear condensation Hoechst responders;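 share of cells brighter than vehicle mean plus two SD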
MT stabilizer cytotoxicity % = further read-out of MT stabilizer, marked with its call; toxicity, %; measured here: cytotoxicity by cell density;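 0% = mean cell density of plate MIN control wells and 100% = no cells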
Myeloid diff MLP GFP+ MAC1+ % = second read-out of Myeloid diff MLP, no call of its own (marks repeat the call); GFP+ MAC1+ double positive, %; measured here: differentiation confirmed by MAC1 staining
* hit, by the source's call; i = inactive; · = no result given. This is a random part of the collection, and some 3% of all compounds hit somewhere here.

SMILES | T cell modulator | T cell modulator vesicle-bound % | Dynein cargo inh | Dynein cargo inh cytoplasmic EGFP | Dynein cargo inh nuclear GR-EGFP | Dynein cargo inh cell count | Myeloid diff MLP | Myeloid diff MLP GFP+ MAC1+ % | PMI inhibitors | MT stabilizer | MT stabilizer Hoechst-high % | MT stabilizer cytotoxicity % | Insulin prom up | Insulin prom up cell count | bCat nuc transl | bCat nuc transl cell count 5 µM | Lipid droplet | Lipid droplet cells 6.5 µM | TNAP activators
CCn1cc(Cl)c(C(=O)N2N=C(c3ccc4ccccc4c3)CC2c2ccccc2O)n1 (stereo not drawn) | i | 16 | -0.43 | -0.27 | -0.43 | 0.27 | i | 0.9 | 8% | 7.7 | 5.4 | 14 | -0.24 | 1066 | · | · | 36 | 657 | 1
Cc1ccc(NC(=S)N2CCC(N(C)CC3CCCO3)CC2)cc1 (stereo not drawn) | i | 25 | -0.1 | -0.32 | -0.0056 | 0.7 | i | 0.4 | -3% | 1.7 | 2.3 | 5.9 | 0.54 | 1350 | -0.9 | 1039 | 8 | 689 | 1.1
CCc1nnc2n1N=C(c1ccc([N+](=O)[O-])cc1)CS2 | i | 21 | -0.31 | -0.19 | -0.21 | 0.075 | i | 0.5 | · | · | · | · | 0.24 | 1377 | -0.7 | 1140 | 21 | 722 | ·
O=C(NCCCCc1ccccc1)C1CC(c2cc(C(F)(F)F)cc(C(F)(F)F)c2)=NO1 (stereo not drawn) | i | 42 | 0.099 | -0.82 | 0.1 | 0.24 | i | 2.2 | · | · | · | · | -0.23 | 1056 | -2.9 | 1208 | · | · | ·
O=C(CN(c1ccc(F)cc1)S(=O)(=O)c1ccc2c(c1)OCCO2)NCC1CCCO1 (stereo not drawn) | i | 56 | -0.17 | -0.21 | -0.32 | 0.76 | i | 0.6 | 7% | 3.7 | 1.9 | 3.6 | -0.76 | 1397 | -0.5 | 1015 | -5 | 551 | 1.1
CCc1ccc2nc(N=C(N)N)nc(C)c2c1 | i | 47 | 0.1 | 0.18 | 0.21 | -0.69 | i | 1.7 | 12% | 4.4 | 2.1 | 14 | 0.92 | 1066 | 3.9 | 967 | 2 | 752 | 1
CCCCCCCCCS(=O)(=O)Nc1cc(C)ccn1 | i | 42 | 0.46 | -0.2 | 0.13 | -0.75 | i | 1.1 | -4% | 3.2 | 2.6 | 4.9 | · | · | -1.6 | 937 | -4 | 586 | 1.1
Cc1cc(C)c(-n2c(O)c(C=NCCN3CCOCC3)c(=O)[nH]c2=O)c(C)c1 | i | 47 | -0.56 | -0.28 | 0.015 | -0.095 | i | 1.0 | -23% | 5.6 | 2.4 | 11 | · | · | · | · | · | · | 1.1
Clc1cncc(Cl)c1NNc1c2ccccc2nc2ccccc12 | i | 25 | 0.2 | -0.23 | 0.59 | 0.0079 | i | 0.7 | -64% | 3.0 | 2.9 | 9.0 | 0.06 | 1484 | -1.7 | 1106 | -2 | 688 | 0.9
O=C(Nc1ccc(-c2csnn2)cc1)C(Cl)(Cl)Cl | i | 46 | 0.22 | -0.19 | 0.072 | -1.2 | i | 0.8 | · | · | · | · | -0.25 | 1472 | -1.7 | 1085 | -20 | 742 | ·
CCn1ccnc1CN(C)Cc1cn(-c2ccc(C)cc2)nc1-c1cccc(C)c1 | i | 51 | 1.5 | -0.37 | 0.47 | 0.39 | i | 0.1 | 21% | 0.9 | 0.6 | 5.9 | -0.57 | 1375 | -0.5 | 981 | -9 | 677 | 1
Cn1nc(C(=O)OCC(=O)Nc2sccc2C(N)=O)c2ccccc2c1=O | i | 27 | -0.036 | -0.13 | -0.1 | 0.4 | i | 0.4 | · | · | · | · | -0.41 | 1411 | 2.9 | 1186 | -5 | 623 | ·
COc1ccc(/C=C/C(=O)OCC(=O)Nc2c(C)cccc2C)cc1 | i | 56 | -0.21 | -0.3 | 0.16 | 0.2 | i | 0.4 | -8% | 3.0 | 3.3 | 6.4 | -0.53 | 1267 | -1.7 | 1134 | 24 | 660 | 1.1
O=c1oc2ccccc2c2c1ncn2CCN1CCOCC1 | i | 49 | 0.019 | -0.11 | 0.025 | 0.4 | i | 1.1 | -9% | 2.5 | 1.7 | 2.0 | 0.69 | 1292 | 2.0 | 1114 | · | · | 1
CN(C(=O)COC(=O)c1c[nH]c(=O)[nH]c1=O)C1CCCCC1 | i | 46 | 0.39 | -0.2 | 0.1 | 0.83 | i | 1.1 | -9% | 2.4 | 1.7 | 4.5 | 2.9 | 1514 | -2.1 | 709 | · | · | 1.1
CC(=O)NNC(=S)NC(=O)c1ccccc1 | i | 16 | 2.3 | -0.2 | 0.77 | -0.29 | i | 0.0 | 27% | 3.1 | 2.4 | 3.5 | 0.22 | 1104 | -2.7 | 1154 | -5 | 692 | 2.5
Cc1ncc([N+](=O)[O-])n1CCOC(=O)Nc1ccc(Cl)c(Cl)c1 | i | 36 | 1.3 | -0.18 | 0.088 | -0.62 | i | 0.7 | 4% | 3.0 | 1.6 | 10 | -0.3 | 1133 | 0.8 | 1456 | · | · | 1
O=c1c2c3c(sc2nc(N2CCNCC2)n1CCc1ccccc1)CCCCC3 | i | 59 | 0.79 | -0.23 | 0.92 | 0.16 | i | 0.6 | · | · | · | · | 2.2 | 1006 | 1.5 | 1263 | -2 | 690 | ·
O=C(c1c(F)cccc1F)N1CCC(O)(c2cccnc2)CC1 | i | 20 | 0.52 | -0.21 | 0.27 | -0.52 | i | 0.7 | 3% | 1.2 | 1.4 | 6.0 | -0.77 | 1272 | -4.6 | 1115 | -6 | 763 | 1.1
COc1cc(/C=N/NC(=O)COc2c(C)cc([N+](=O)[O-])cc2C)ccc1OC(=O)c1ccccc1 | i | 20 | -0.15 | -0.3 | -0.54 | 0.69 | i | 0.6 | 5% | 4.4 | 3.0 | 14 | -0.37 | 1364 | 1.6 | 545 | -2 | 659 | 1
COc1ccccc1N=C1SC(C)CN1C(=O)C1CCC1 (stereo not drawn) | i | 12 | 1.6 | 0.22 | 1.1 | -2.6 | · | · | -10% | 4.9 | 3.6 | 11 | 0.15 | 839 | -3.4 | 924 | · | · | 1
O=C(CSc1ccsc1[N+](=O)[O-])Nc1cccc(F)c1 | · | · | -1.4 | 1.4 | -0.59 | -0.12 | i | 0.4 | -17% | 1.8 | 1.4 | 7.7 | 0.77 | 1648 | -4.0 | 1102 | 3 | 679 | 1
COc1ccc(CCNC(=O)CSc2nnc3ccccn23)cc1 | i | 38 | -0.15 | -0.23 | 0.48 | -0.49 | i | 0.2 | -1% | 4.4 | 2.2 | 4.9 | -0.14 | 1261 | -4.0 | 1137 | -1 | 677 | 1.1
O=C(NCCN1CCOCC1)Nc1cccc(Cl)c1 | i | 19 | -1.1 | -0.3 | -0.63 | 1.2 | i | 1.1 | 1% | 3.4 | 1.8 | 7.2 | 0.4 | 1179 | -3.3 | 1163 | -16 | 730 | 1.1
Cc1nn(C)c(C)c1C1C(C#N)=C(N)Oc2n[nH]c(C)c21 (stereo not drawn) | i | 6 | 1.7 | 0.012 | 0.67 | -1.9 | i | 1.6 | 1% | 4.2 | 2.6 | 3.1 | 0.15 | 1394 | -3.1 | 565 | -14 | 683 | 1.1
NS(=O)(=O)c1ccc(CCNC(=O)C2CCN(S(=O)(=O)c3cnc[nH]3)CC2)cc1 | i | 6 | 0.28 | -0.12 | 0.73 | 0.45 | i | 0.5 | 10% | 2.1 | 2.3 | 7.1 | 0.88 | 1932 | 1.3 | 1026 | -1 | 571 | 0.9
COc1ccc(/C=N/NC(=O)C[n+]2ccccc2)c(OC)c1OC | i | 50 | -1 | -0.22 | -0.7 | 0.24 | i | 0.6 | -3% | 7.0 | 2.2 | 7.3 | 0.7 | 1409 | 0.1 | 910 | 10 | 621 | 1
COc1ccc(-c2ccc(SCC(=O)NCc3ccco3)nn2)cc1OC | · | · | 2.3 | -0.18 | 1.9 | -1.5 | i | 7.0 | -4% | 4.3 | 2.7 | 9.1 | -0.21 | 1284 | -1.8 | 1151 | · | · | 1.1
CC(=O)Nc1cc(C(=O)N2CCc3ccccc3C2)ccc1Sc1ccc(C)cc1 | i | 41 | 0.53 | -0.19 | 0.53 | -1.2 | i | 0.4 | 3% | 4.8 | 1.7 | 2.4 | 0.07 | 1428 | -2.9 | 549 | -28 | 634 | 1.1
O=C1C(c2ccccc2)C(c2ccccc2)NC(c2ccccc2)C1c1ccccc1 (stereo not drawn) | i | 36 | 0.16 | -0.45 | 0.048 | 0.71 | i | 0.4 | 8% | 3.3 | 2.7 | 9.3 | -1.1 | 1259 | · | · | · | · | 1.4

As entered above.
`CCn1ccnc1CN(C)Cc1cn(-c2ccc(C)cc2)nc1-c1cccc(C)c1` – TNAP activators = 1
`CC(=O)Nc1cc(C(=O)N2CCc3ccccc3C2)ccc1Sc1ccc(C)cc1` – Dynein cargo inh cytoplasmic EGFP = -0.19
